Screens as filed in PubChem BioAssay.
Mot1-301 SUMO: SUMOylation pathway inhibition by Mot1-301 growth rescue; 320,000 compounds, 1% hits; growth rescue, % at 18.8 µM; S. cerevisiae Mot1-301 growth rescue, ATP luminescence, 38.5C; percent above DMSO median, 100 means doubled; AID 2716;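 active = every valid replicate shows activation above 250% relative to neutral control wells; inactive = the rest, any valid replicate at or below 250%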;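 also: OY570 slx delta 5 strain wells were the positive control but not used for scaling; some compounds called inactive have numbers as strong as hits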
PvdQ acylase: blocks Pseudomonas aeruginosa PvdQ acylase activity | purified PvdQ acylase, fluorescence plate reader | inhibition, % at 10 µM | 340,000 compounds, 0.063% hits; in the data active = inhibition above about 30%, passing the limit was not always enough;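 also: 0% = vehicle neutral wells and 100% = reference inhibitor wells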
RTF Ca sens act: increases calcium sensitivity of human cardiac regulated thin filaments | P19429+P45379 | IANBD-labeled TnC RTF fluorescence at EC20 calcium; 0% EC20 calcium, 100% full calcium | activation, % at 7.2 µM | 340,000 compounds, 0.24% hits | AID 493008;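 active = activation above the mean over all tested compounds plus 3 SD, cut at about 30% in these data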;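 also: rise in fluorescence read as greater calcium sensitivity of cardiac thin filaments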
Keap1 Nrf2 FP: Keap1-Nrf2 (human) interaction inhibition; 340,000 compounds, 0.15% hits; inhibition, % at 9.4 µM; Keap1 Kelch-Nrf2 peptide fluorescence polarization, 1536-well; in the data active = inhibition above about 12%;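 also: human Keap1 Kelch domain with fluorescein labeled Nrf2 9mer peptide probe; 0% = neutral control wells and 100% = peptide positive control; higher means more block of Keap1 binding to Nrf2 peptide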
RTF Ca sens inh: cardiac RTF calcium desensitization; IANBD-labeled cardiac RTF, Ca2+ fluorescence; inhibition, % at 7.15 µM; 340,000 compounds, 0.12% hits;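 active = inhibition above the mean inhibition of all tested compounds plus 3 SD, cut at about 17% in these data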;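 also: assay run at fixed EC70 calcium of 1.6 mM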
dFosB activator: mouse delta FosB homodimer activation; purified delta FosB, TAMRA-CDK5 oligo fluorescence polarization; percent of positive-control signal above neutral wells; P13346; activation, % at 25 µM; 340,000 compounds, 0.99% hits;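 active = mean activation above about 17%, with every replicate also reaching it, limit read from the data, passing the limit was not always enough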;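 also: fluorescence polarization rise as delta FosB binds a TAMRA Cdk5 AP-1 oligo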
Target sequence (P13346 whole entry, looked up): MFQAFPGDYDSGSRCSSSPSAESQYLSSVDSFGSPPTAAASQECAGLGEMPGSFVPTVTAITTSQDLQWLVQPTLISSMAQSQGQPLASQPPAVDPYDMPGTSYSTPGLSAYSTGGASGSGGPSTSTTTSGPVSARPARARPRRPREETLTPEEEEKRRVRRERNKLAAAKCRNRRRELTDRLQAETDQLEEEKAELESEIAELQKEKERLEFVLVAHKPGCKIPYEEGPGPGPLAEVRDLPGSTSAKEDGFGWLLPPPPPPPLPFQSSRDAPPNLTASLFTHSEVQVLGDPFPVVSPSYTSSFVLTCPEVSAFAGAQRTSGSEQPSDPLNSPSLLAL
PfHsp90 set2: inhibits growth of yeast expressing Plasmodium falciparum Hsp90 | AID 504621 | S. cerevisiae expressing PfHsp90, BacTiter-Glo ATP, 48 h; yeast lacking PDR1 and PDR3 efflux regulators | inhibition, % at 9.4 µM | 310,000 compounds, 0.32% hits;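 active = every replicate shows inhibition above about 80%, whatever the replicate mean, limit read from the data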;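 also: 0% = DMSO neutral controls and 100% = 20 µM radicicol positive controls; yeast relying on Plasmodium falciparum Hsp90 in place of its own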
NSD2 inh: inhibitors of human histone methyltransferase NSD2; O96028; NSD2 peptide methylation, AlphaScreen, 120 min; inhibition, % at 12.5 µM; 310,000 compounds, 0.54% hits; in the data active = inhibition above about 50%
CDK5 inh: blocks human CDK5/p35 kinase activity | AID 488839 | 330,000 compounds, 0.01% hits | inhibition, % at 10 µM | Recombinant CDK5/p35, ADP-Glo luminescence, 60 min;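 active = highest replicate inhibition of at least 50% and at least 75% of replicates reaching 50%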;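 also: plate controls were DMSO neutral control for no effect and GW8510 at 10 µM for full effect; many of its hits are not listed in these tables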
Target sequence (Q00535 whole entry, looked up): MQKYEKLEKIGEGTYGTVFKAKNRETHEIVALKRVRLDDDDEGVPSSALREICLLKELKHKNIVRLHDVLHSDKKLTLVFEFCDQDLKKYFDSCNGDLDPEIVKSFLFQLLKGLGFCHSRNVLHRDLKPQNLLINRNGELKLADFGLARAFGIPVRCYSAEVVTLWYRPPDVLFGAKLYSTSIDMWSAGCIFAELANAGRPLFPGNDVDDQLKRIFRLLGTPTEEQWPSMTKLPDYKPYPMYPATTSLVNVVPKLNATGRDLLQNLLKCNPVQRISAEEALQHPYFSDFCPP
Target sequence (Q15078 whole entry, looked up): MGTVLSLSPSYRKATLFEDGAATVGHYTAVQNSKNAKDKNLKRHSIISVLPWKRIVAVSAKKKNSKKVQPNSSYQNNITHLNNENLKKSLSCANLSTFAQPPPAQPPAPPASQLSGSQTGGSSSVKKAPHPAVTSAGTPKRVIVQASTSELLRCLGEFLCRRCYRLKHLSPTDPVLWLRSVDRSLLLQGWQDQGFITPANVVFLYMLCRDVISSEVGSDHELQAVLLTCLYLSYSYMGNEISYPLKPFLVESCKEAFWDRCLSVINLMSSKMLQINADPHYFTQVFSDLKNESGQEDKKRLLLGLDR
Rtt109 Vps75: blocks Candida albicans Rtt109/Vps75 acetyltransferase activity. Q5AAJ8. purified Rtt109/Vps75, ThioGlo CoA-SH fluorescence, 4 h. inhibition, % at 34.9 µM. 330,000 compounds, 0.16% hits;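 active = inhibition of at least 50% in every replicate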
LANA DNA inh: blocks KSHV LANA C-terminal domain binding to DNA. inhibition, % at 9 µM. 340,000 compounds, 0.078% hits. MBP-C-LANA/FAM-LBS DNA binding, fluorescence polarization;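 active = highest replicate inhibition at or above 60% at 9 µM, even if other replicates fall short; inactive = all replicates below 60% inhibition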;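 also: 0% = neutral control wells and 100% = 4 µM acridine orange control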
Active calls of the source: *; · = not tested or not shown; & = joins results of further samples.

SMILES	Mot1-301 SUMO	PvdQ acylase	RTF Ca sens act	Keap1 Nrf2 FP	RTF Ca sens inh	dFosB activator	PfHsp90 set2	NSD2 inh	CDK5 inh	Rtt109 Vps75	LANA DNA inh
CCCc1nc2oc3c(NCCOCCO)ncnc3c2c2c1COC(C)(C)C2	9	-17	0	-7	0	-23	-45	2	-0.5	-5	-2.3
CN1C(=O)C(C)(C)N(C(=O)c2cccc([N+](=O)[O-])c2)c2ccccc21	11	-19	3	0	-3	-4	-1	1	0.6	2	-0.1
O=C(NCCC1=CCCCC1)C1CCN(S(=O)(=O)c2ccccc2)CC1	-8	-13	1	4	-10	-3	-18	-1	0.8	3	-0.7
CC(NC(=O)CCNC(=O)N1CCn2c1nc1ccccc12)c1ccccc1 (centres undefined)	-4	-7	-3	3	2	0	13	0	-0.4	-10	1.3
COc1ccc(-c2nn(CCC#N)cc2/C=N/O)cc1	-14	5	-3	0	8	-3	20	-1	-0.7	-4	4.1
CC(C)C(NS(=O)(=O)c1cccs1)C(=O)N1CCc2ccccc2C1 (centres undefined)	107	8	-7	-2	-1	-3	-20	-2	0.6	0	-0.3
COc1ccc2oc(C(=O)N3CCN(S(=O)(=O)c4cccc([N+](=O)[O-])c4)CC3)c(C)c2c1	3	-13	-3	-9	1	-6	4	1	1.1	8	-1.2
CC(=O)CCc1ccc2oc(C(=O)O)c(C)c2c1	-19	-7	-1	-1	-1	2	-19	·	-0.9	10	1.2
O=C(NC1CCCCCC1)c1cccs1	-12	27	2	-8	-7	0	4	-2	0.3	6	-0.5
Cc1[nH]n(-c2ccccc2)c(=O)c1C=NCCc1ccccc1	9	5	-4	-1	6	1	-19	-2	0.5	9	-2.2
CC(=O)CSc1nc(-c2cccs2)c(C#N)c(=O)[nH]1	·	0	5	-5	-7	1	17	0	2.1	2	0.5
CN1CCN(c2nc(N3CCN(c4ccccc4)CC3)ncc2F)CC1	-1	-9	4	-4	3	-5	·	11	-7.2	-3	-0.3
COc1ccc(C(=O)N/N=C2\SCC(=O)N2Cc2ccc3c(c2)OCO3)c(OC)c1	-1	-12	-3	0	5	3	4	-2	-0.3	·	1.2
Cc1ccc(N=c2c([N+](=O)[O-])nn(-c3ccccc3)n2O)c(C)c1	·	3	-5	-2	-12	-4	-4	40	0.2	-4	0.7
O=C(C1CCCN1S(=O)(=O)c1cccc2nsnc12)N1CCN(c2ccccc2)CC1 (centres undefined)	4	-18	5	0	3	-3	-25	0	1.0	16	0.4

Single records, as listed above. Order of values: Mot1-301 SUMO	PvdQ acylase	RTF Ca sens act	Keap1 Nrf2 FP	RTF Ca sens inh	dFosB activator	PfHsp90 set2	NSD2 inh	CDK5 inh	Rtt109 Vps75	LANA DNA inh
`COc1ccc2oc(C(=O)N3CCN(S(=O)(=O)c4cccc([N+](=O)[O-])c4)CC3)c(C)c2c1` is listed as 3	-13	-3	-9	1	-6	4	1	1.1	8	-1.2
`CCCc1nc2oc3c(NCCOCCO)ncnc3c2c2c1COC(C)(C)C2` is listed as 9	-17	0	-7	0	-23	-45	2	-0.5	-5	-2.3

Following part
SMILES	Mot1-301 SUMO	PvdQ acylase	RTF Ca sens act	Keap1 Nrf2 FP	RTF Ca sens inh	dFosB activator	PfHsp90 set2	NSD2 inh	CDK5 inh	Rtt109 Vps75	LANA DNA inh
O=C(NC1CCS(=O)(=O)C1)/C(=C/c1ccco1)NC(=O)c1ccccc1 (centres undefined)	2	-3	1	1	-1	6	-10	-2	-0.5	2	0.1
CCN1C/C(=C/c2ccc(OC)c(O)c2)C(=O)/C(=C/c2ccc(OC)c(O)c2)C1	-13	1	0	-3	-2	-2	10	6	0.9	-4	-0.1
CCOC(=O)c1c(NC(=O)c2ccc(N3C(=O)[C@@H]4[C@H](C3=O)[C@H]3C=C[C@@H]4C3)cc2)sc2c1CCCC2	-17	-1	-4	0	2	-7	-23	-1	-0.2	-24	-0.6
CCCOc1ccc(-c2nnc(-c3ccco3)o2)cc1	19	-7	5	-3	-9	-13	-21	-2	0.7	-1	0.0
COC(=O)C1NC(=O)N2C(C(=O)OC)C(C)(C)S[C@H]12 (some centres undefined)	-5	-9	4	-1	0	-1	·	·	0.1	2	-0.5
O=C(CSc1nnc(C2CC2)n1Cc1ccccc1)c1ccc(S(=O)(=O)N2CCOCC2)cc1	70	-7	5	-3	-21	-1	-38	8	0.9	-7	-1.9
O=C1c2ccccc2C(=O)N1CCCCCc1nc(-c2ccccc2)no1	-11	5	-8	0	0	3	-5	-1	-1.8	8	0.8
CCC1CCCCN1C(=O)c1sc2nc(C)nc(N(CC)CC)c2c1C (centres undefined)	8	-8	-1	5	-12	-2	8	-1	1.1	-5	0.3
Cc1cc(C)n2nc3ccccc3c2n1	-12	-7	2	3	4	-4	0	-4	0.0	-6	-0.2
Cc1ccc(S(=O)(=O)CCC(=O)OCC(=O)N2CCN(S(=O)(=O)c3ccccc3)CC2)cc1	-10	-9	-2	-1	-17	-7	0	-2	0.4	-5	-0.2
COc1ccc(C(=O)NCCc2cc3c(OC)ccc(OC)c3[nH]c2=O)cc1OC	143	-3	-1	6	6	-6	-11	-1	-1.7	-1	-2.2
C=C1N(CCCCCC(=O)O)C(=O)OC12CCCCC2	-1	-3	-1	0	-1	3	·	45	-1.4	-10	-1.0
COc1ccc(Cc2noc(CN(C)CC3(N4CCOCC4)CCCCC3)n2)cc1OC	139	-12	-2	-4	-4	-1	-8	0	-0.1	2	-0.5
CCCc1cc2c(cc1N(C)S(=O)(=O)c1ccccc1)OCO2	·	0	-8	1	3	1	-10	-2	0.0	-9	0.0
Cc1ccc(O)c(-c2cc(-c3ccc(F)cc3)no2)c1	-12	-5	0	-1	-3	-12	15	-5	0.2	-6	-0.4
COc1cccc(OCc2cc(C(=O)NCc3ccccn3)no2)c1	14	-17	0	-2	-11	-6	-3	0	1.7	0	1.1
COc1c(C)cc(S(=O)(=O)NCc2ccccn2)c(C)c1C	-14	-12	-3	-3	-7	-6	-22	-2	0.0	1	0.3
CCCCC(=O)Nc1ccc(NC(=O)c2ccccc2[N+](=O)[O-])cc1OC	-7	8	2	2	-5	3	-4	-1	-1.0	-7	1.6
O=C(NCCc1ccccn1)c1cc(-c2cccc3ccccc23)nc2ccccc12	16	-9	-2	4	6	2	-12	0	-2.5	·	-2.2
Cc1ccc(S(=O)(=O)NC(CC(C)C)C(=O)N2CCCC2)cc1 (centres undefined)	-14	-7	-4	3	-7	-5	3	1	0.9	-11	0.9
Cc1cc2ncc(C(=O)Nc3ccsc3C(=O)O)c(C)n2n1	-1	-2	-4	0	4	6	-1	0	-0.9	-8	1.0
Cc1c(OC(C)C(=O)NCCN2CCOCC2)ccc2c3c(c(=O)oc12)CCCC3 (centres undefined)	8	-14	-2	-6	-10	-15	0	0	-0.1	-2	-0.9
CN(C)CCCNc1oc(-c2ccccc2)nc1C#N	-12	-2	-3	-1	0	5	2	5	-0.2	6	-2.5
CCCS(=O)(=O)N1CCc2cc(OC)c(OC)cc2C1	-21	-10	3	0	1	-5	-2	-2	1.0	-2	2.1
CC(C)(C)c1cc(C(=O)N2CCc3ccccc32)ccn1	11	3	-3	-2	-2	-4	-3	-3	2.3	13	3.1
O=C(Cc1ccccc1)N/N=C/c1ccc(S(=O)(=O)O)o1	-12	-11	5	-1	-1	0	1	0	-1.3	-11	0.2
COc1ccccc1C(=O)Nc1ccc(S(=O)(=O)Nc2cnc3ccccc3n2)cc1	-15	-18	-1	-5	-9	-2	-32	-1	-1.2	13	-0.1
CCOc1ccc(C(C(=O)NCC2CCCO2)N(C(=O)c2snc(C(N)=O)c2N)c2ccc3c(c2)OCCO3)cc1 (centres undefined)	83	-5	-8	2	-2	-10	-25	-1	-0.3	-6	-1.8
Cc1cccc2nc(CSc3ccccc3C(=O)O)cn12	8	-6	-1	-5	-7	-1	27	-2	-0.2	-2	-0.2
COc1ccc(NC(=O)c2cccnc2)cc1OCC(C)C	-10	-2	-2	-3	4	1	1	-1	0.3	2	0.0
CCc1ccc(C(=O)NC(=S)Nc2ccc3c(c2)OCCO3)cc1	10	-2	4	5	-1	-4	-10	1	0.5	2	-0.5
O=C(NC1CCCC1)c1ccc2nc(-c3ccco3)c(-c3ccco3)nc2c1	-12	5	-20	1	18*	-6	4	·	1.9	2	2.8
O=C(NCC(c1ccco1)N1CCCC1)c1cn(-c2ccccc2)nc1-c1ccc(F)cc1 (centres undefined)	·	-10	7	1	-3	-13	·	-1	-4.2	0	0.6
Cc1ccc(S(=O)(=O)Nc2cccc(-n3cnnn3)c2)cc1	1	-14	-1	-2	-3	-5	4	-5	0.3	-6	-1.1
CC(C)CCn1c(=O)c(C(=O)N/N=C/c2cccc(F)c2)c(O)c2ccccc21	-3	-14	-1	0	-4	-1	18	0	1.5	-11	-2.3
COc1cc(NC(=O)CN2c3ccccc3CC2C)cc(OC)c1OC (centres undefined)	-33	-9	-7	1	-9	-3	1	-3	0.6	2	-1.3
CCOC(=O)C(=CNCC(=O)O)C(=O)OCC	-19	-13	4	-2	0	-6	-2	-4	-0.5	1	0.8
O=C(NCc1ccccc1)c1ccc(Cn2cc(C(F)(F)F)ccc2=O)cc1	-13	-12	-5	-3	2	-8	·	·	0.5	0	-1.0
CC(NC(=S)NCCc1ccccc1)C(c1cccs1)N1CCN(C)CC1 (centres undefined)	2	-8	4	-2	-13	-1	-1	·	-3.5	-11	-1.0
C[C@H]1C[C@@H]2[C@H]([C@@H](O)C[C@@]3(C)[C@H]2CC[C@]3(O)C(=O)CO)[C@@]2(C)C=CC(=O)C=C12	102&-3	-10	6	-6	-5	-7	-3	·	-2.4	3	-1.7
Cc1ccc(NC(=S)N2CCCCCC2)c(C)c1	-1	-11	0	-5	-6	0	-9	1	1.1	-1	0.4
CCOC(=O)c1ccc2ncc(C(=O)OCC)c(NCc3ccco3)c2c1	1	0	-5	0	-2	-9	-21	3	0.2	-10	2.4
COC(=O)C1=C(COc2ccccc2)NC(=O)NC1c1ccc(Br)cc1 (centres undefined)	181	-9	-1	1	-21	35*	·	·	0.6	4	5.1
Nc1ccc(N2CCCC2)c(S(=O)(=O)Nc2cccc(C(F)(F)F)c2)c1	27	7	-12	1	-3	-8	·	3	-0.9	-3	-1.2
O=C(COc1ccccc1)N1CCN=C1SCc1ccc(F)cc1	0	8	2	0	5	-2	22	-4	3.6	-4	0.9
Cn1c(=O)c2c(nc(N3CCc4ccccc4C3)n2Cc2ccccc2F)n(C)c1=O	-6	-14	-1	0	-4	-10	-9	5	-2.3	-12	-0.1
COc1cc2c3c(c1OC)C1(C=CC(=O)C=C1)CC3N(C(=O)CCC(=O)O)CC2 (centres undefined)	9	-10	-4	6	3	-5	17	·	0.8	-4	-1.7
O=C(CCNC(=O)c1ccccc1Cl)Nc1nccs1	118	-16	1	-3	-1	3	-13	-3	0.2	0	0.0
CN1C(=O)/C(=C/c2ccccc2F)Sc2ccc(C(=O)N3CCCC3)cc21	7	3	-3	-5	-9	-5	-15	-1	1.1	12	0.5
